MrgX1 antagonist = blocks BAM8-22 activation of human MrgX1 receptor | MRGX1-HEK293 calcium flux, Fluo-4, BAM8-22 antagonism; hits give low values | Q96LB2 | AID 588676 | B-score at 10 µM | 310,000 tested, 1.3% active;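 active means calcium-response B-score plate-corrected more than 3 library SD below zero, starting fluorescence within 5 deviations, no agonist response on first addition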;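 further: peak minus trough fluorescence over baseline after final BAM8-22 challenge near maximal dose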
Target sequence (Q96LB2 whole entry, looked up): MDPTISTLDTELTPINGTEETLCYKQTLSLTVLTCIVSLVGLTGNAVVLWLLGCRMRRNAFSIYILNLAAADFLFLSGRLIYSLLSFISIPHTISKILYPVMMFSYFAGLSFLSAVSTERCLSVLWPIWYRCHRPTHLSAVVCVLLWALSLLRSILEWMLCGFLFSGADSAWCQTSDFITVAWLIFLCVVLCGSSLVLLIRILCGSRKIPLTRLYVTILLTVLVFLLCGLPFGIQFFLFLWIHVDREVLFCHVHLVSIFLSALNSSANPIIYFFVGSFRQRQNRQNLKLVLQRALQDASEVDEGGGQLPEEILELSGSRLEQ
KLF5 inhibitor = suppresses KLF5 promoter-driven expression. DLD-1 KLF5 promoter-luciferase reporter, luminescence. inhibition, % at 5 µM. 290,000 tested, 0.23% active. AID 1700;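 active means inhibition above a per-plate limit of that plate's mean compound inhibition plus 3 SD, cut at about 60% in these data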;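 further: 0% = DMSO wells and 100% = LY294002 at 200 µM; higher means less KLF5 promoter-driven luciferase light; inactives centre near -14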
IEC-6 cytotox = kills IEC-6 intestinal cells in KLF5 counter-screen; IEC-6 cytotoxicity, luminescence viability; inhibition, % at 5 µM; 290,000 tested, 0.78% active; AID 1825; in the data active means inhibition above about 22%;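 further: 0% = plate median of test compound wells and 100% = cytotoxic reference compound wells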
Starred values were filed as active, the others as inactive; i = inactive. The list is partial; rates above refer to the full screens.

Compound | IEC-6 cytotox | MrgX1 antagonist | KLF5 inhibitor
Cc1c(Cl)cccc1NS(=O)(=O)c1ccc2c(c1)C1C=CCC1C(c1ccc(C(=O)O)cc1)N2 (stereo unspecified) | -12.0 | i | 6.4
N#Cc1nc(COc2ccccc2)oc1NCCCn1ccnc1 | 7.9 | i | -22.0
Cc1cc(OCC(=O)Nc2cc(-c3nn4c(C)nnc4s3)ccc2C)ccc1Cl | -3.0 | i | -13.4
O=S(=O)(c1ccccc1)c1nc(-c2ccco2)oc1N1CCCCCC1 | 1.0 | i | 9.1
O=C1c2ccccc2C(=O)N1c1ncc(Cc2ccc(Cl)cc2)s1 | -3.0 | i | -45.6
CCN1C(=O)OC2(CCCCC2)C1(C)O (stereo unspecified) | 0.4 | i | -31.2
O=C(NCCN1C(=O)CSC1=O)c1ccccc1 | -3.3 | i | -25.4
CCOC(=O)N1CCN(c2c(N3CCN(c4ccccn4)CC3)c(=O)c2=O)CC1 | -0.9 | i | 11.5
COC(=O)C1=CNC=C(C(=O)OC)C1c1ccccc1Cl | -15.4 | i | -1.3
Cc1ccc(S(=O)(=O)Nc2ccccc2/C=N/c2nc3ccccc3n2C)cc1 | 0.6 | i | 11.5
COc1ccc(S(=O)(=O)N2CCCN(CCC(=O)Nc3cccc(C(F)(F)F)c3)CC2)cc1 | -2.3 | i | -15.3
O=C(NCC(F)(F)F)Nc1cccnc1 | -1.1 | i | -24.5
C[C@@H]1NC(=O)c2cc([N+](=O)[O-])cc(I)c2NCC[C@@H](C(N)=O)NC(=O)[C@H](CC(N)=O)NC1=O | 1.4 | i | -33.5
Oc1ccc(C2N=C(c3ccccc3)NC(c3ccccc3)=N2)cc1 | 0.5 | i | -23.8
CCCCNC(=O)C(Cc1ccccc1)NS(=O)(=O)c1ccc2c(c1)c(=O)n(C)c(=O)n2C (stereo unspecified) | -4.6 | i | -3.6
CSCSC1=C(C#N)C(c2ccc(Cl)cc2)C(C(C)=O)=C(C)N1 (stereo unspecified) | -9.7 | i | 6.3
CCOC(=O)N1CCC(NC(=O)C2CCC(Cn3c(=O)[nH]c4ccccc4c3=O)CC2)CC1 (stereo unspecified) | -6.5 | i | -14.1
Cc1ccc(N/N=C(\Cc2nc3ccccc3[nH]2)c2ccccc2)cc1 | 55.3* | i | 4.9
C/C(=N\Nc1cccc(Cl)c1)c1ccc(-n2ccnc2)cc1 | 1.2 | i | -45.9
CC(=O)N1c2ccc3ccccc3c2C2C=CCC2C1c1ccc(Br)cc1 (stereo unspecified) | 12.1 | i | -7.6
CCC(C)[C@H](NC(=O)N1CCN(C)CC1)C(=O)OC (stereo partly specified) | -4.5 | i | -3.8
C=CCN(C(=O)CSc1nc2[nH]ncc2c(=O)n1-c1ccccc1OC)c1ccccc1 | 1.5 | i | -7.1
C=CCn1c(-c2cccs2)nc2ccccc21 | -7.4 | i | -29.8
Cn1c(Cl)c(C(=O)Nc2ccc(Cl)cc2)c2ccccc21 | 12.9 | i | 21.0
CCc1nn(-c2cc(Oc3cccc4ccccc34)nc(-c3ccccc3)n2)c(N)c1C#N | 2.3 | i | -17.5

Record cards, from the list above. Values in the order: IEC-6 cytotox | MrgX1 antagonist | KLF5 inhibitor
C=CCN(C(=O)CSc1nc2[nH]ncc2c(=O)n1-c1ccccc1OC)c1ccccc1 as listed: 1.5 | i | -7.1
N#Cc1nc(COc2ccccc2)oc1NCCCn1ccnc1 as listed: 7.9 | i | -22.0
COc1ccc(S(=O)(=O)N2CCCN(CCC(=O)Nc3cccc(C(F)(F)F)c3)CC2)cc1 as listed: -2.3 | i | -15.3

Remaining list, next part
Compound | IEC-6 cytotox | MrgX1 antagonist | KLF5 inhibitor
O=C(CNC(=O)Cn1ccc2ccccc2c1=O)NCCCN1CCCCCC1 | -4.4 | i | -25.3
CC(C)Nc1nc(N(c2ccccc2)c2ccccc2)nc(-n2ccnc2)n1 | -1.7 | i | -30.6
COc1c(Br)cc2c(C)c(C(=O)N3CCOCC3)oc2c1Br | -2.0 | i | -15.7
CC(C)Cn1c(N)c(C(=O)COC(=O)c2cc(C3CC3)nc3ccccc23)c(=O)n(C)c1=O | -0.2 | i | -23.1
CCOc1ccc(NC(=O)CN2CCN(CC(=O)Nc3ccc4c(c3)OCCO4)CC2)cc1 | -3.0 | i | -26.1
CCOc1ccc(C(=O)/C=C/c2cn(CN3CCN(C)CC3)c3ccccc23)cc1 | 6.4 | i | -45.5
Cc1[nH][nH]c(=O)c1C(c1c(C)[nH][nH]c1=O)c1cn(Cc2ccc(F)cc2)c2ccccc12 | -12.2 | i | 2.0
CCn1cc(S(=O)(=O)CC(=O)Nc2ccc3c(c2)OCCO3)c2ccccc21 | 1.4 | i | -25.1
COc1ccc(OC)c(C2C(C(=O)Nc3ccc(F)cc3)=C(C)Nc3nc(CCCO)nn32)c1 (stereo unspecified) | 0.4 | i | -7.3
COC(=O)c1ccccc1NC(=O)c1ccco1 | 0.1 | i | -28.3
CCCCSc1nc(C)c(CC(=O)OC)c(=O)[nH]1 | 0.6 | i | 6.7
O=C(Cc1ccc(Cl)cc1)NC(=S)Nc1ccccc1N1CCOCC1 | -1.5 | i | -35.6
COc1ccc(OC)c(C(=O)CSc2nc3ccccc3n2CC(=O)NC(C)(C)C)c1 | 3.1 | i | -24.9
CC(Nc1ccccc1)c1cc(Cl)ccc1O (stereo unspecified) | -0.3 | i | -16.5
COc1ccc(S(=O)(=O)Nc2ccc(CC#N)cc2)cc1 | -4.1 | i | -23.4
Cc1ccccc1Cn1c(=N)n(CC(=O)c2ccc([N+](=O)[O-])cc2)c2ccccc21 | -5.0 | i | -25.0
CC1CCCC(C)N1C(=O)c1cccc2c1-c1ccccc1/C2=N/O (stereo unspecified) | 4.4 | i | 1.4
COc1ccc(-c2nnc(N)s2)cc1 | -3.3 | i | -66.9
COc1ccc(N(CC(=O)Nc2ccc3c(c2)OCCO3)S(=O)(=O)c2cccnc2)cc1 | 1.9 | i | -5.2
CCOC(=O)CN1C(=O)N[C@@H](c2ccccc2)C(C(C)=O)=C1C | 0.6 | i | -15.7
CCC(C)NC(=O)Cn1c(=O)n(-c2ccccc2)c(=O)c2ccc(C(=O)NCc3ccco3)cc21 (stereo unspecified) | 5.4 | i | -6.5
COc1ccc(CC(=O)Oc2cc(C)[nH]c(=O)c2[N+](=O)[O-])cc1 | -6.5 | i | -21.8
Cc1ccc(/C=C2\SC(=S)N(Cc3ccccc3)C2=O)o1 | -5.9 | i | 2.5
Cc1noc(/C=C/N(C)C)c1S(=O)(=O)N1CCCC(C(=O)N2CCc3ccccc32)C1 (stereo unspecified) | -5.8 | i | -12.7
C=C(C)COc1ccc2c(C)c(CC(=O)OC)c(=O)oc2c1C | -1.1 | i | -5.2
CC(O)C(C(=O)OCc1ccc([N+](=O)[O-])cc1)N1C(=O)c2ccccc2C1=O (stereo unspecified) | -3.2 | i | 7.0
COc1ccc(CCNC(=O)CCNS(=O)(=O)c2ccc3c(c2)CCN3C(C)=O)cc1OC | 9.3 | i | 5.4
NC(=O)CN1CCN(c2ccccc2F)CC1 | -2.8 | i | 19.0
CN(C)c1nc2ccccc2c(N)c1-c1ccccc1 | 10.3 | i | -29.9
CC1(C)Cc2c(c(N3CCCC3)nc3sc4c(N5CCN(CCO)CC5)ncnc4c23)CO1 | 4.9 | i | -30.3
O=C(NCCc1ccccc1)c1ccc(-c2ccccc2C(F)(F)F)o1 | -1.9 | i | -9.1
O=C(Nc1ccc2c(c1)CCC2)C1COc2ccccc2O1 (stereo unspecified) | 6.5 | i | -67.0
CC(C)c1ccc(Nc2nnc(SCC(=O)c3nnc(-c4ccccc4)o3)s2)cc1 | -5.4 | i | -33.0
CC(=O)Nc1ccc(NC(=O)c2oc3cc(C)c(C)cc3c2C)cc1 | 0.0 | i | 14.1
O=c1oc2cc(O)ccc2cc1-c1nc2c(s1)CCc1ccccc1-2 | 1.9 | i | 2.3
COc1ccc(S(=O)(=O)N2CCCC2)c(C)c1C | -2.5 | i | -7.5
N#CC1=C(SCC(=O)c2ccc(Br)cc2)NC2=C(C(=O)CCC2)C1c1ccco1 (stereo unspecified) | 2.6 | i | -7.6
COc1ccccc1Nc1nc(-c2c(C)[nH]c3ccccc23)cs1 | 5.5 | i | -20.7
COC(=O)c1ccc(CSc2nc3c(cnn3-c3ccc(C)c(C)c3)c(=O)[nH]2)o1 | 6.0 | i | 12.1
Cn1nnnc1SCC(=O)N1c2ccccc2Sc2ccc(Cl)cc21 | 0.4 | i | 0.1
CSc1nc2nccc(-c3ccc(Oc4ccccc4)cc3)n2n1 | -0.1 | i | -22.8
O=c1[nH]cnc2c1cnn2Cc1ccccc1 | -0.1 | i | -37.7
CC1CCCCN1Cc1nc2c(c(=O)n(C)c(=O)n2C)n1Cc1c(F)cccc1Cl (stereo unspecified) | 3.0 | i | -0.7
Cc1cccc2sc(NC(=O)CCNS(=O)(=O)c3cccc4nonc34)nc12 | 2.1 | i | -34.1
CCOC(=O)C(NC(=O)OC(C)C)(Nc1nccs1)C(F)(F)F (stereo unspecified) | 2.4 | i | -15.5
Cc1ccccc1-c1coc2cc(O)ccc2c1=O | -0.2 | i | -13.7
COc1ccc(N2C(=O)CCC(C(=O)N(C)C3CCCCC3)C2c2ccc(OC)c(OC)c2)cc1 (stereo unspecified) | 1.5 | i | -8.8
O=C(O)c1cc(/C=C/C(=O)c2cc(F)ccc2O)c2c(c1)COCO2 | 1.9 | i | 11.0
CCCCCCCC#Cc1ccccc1/C=N/S(=O)c1ccc(C)cc1 (stereo unspecified) | -2.4 | i | -19.7
CC1CCC2(CC1)NC(=O)N(CC(=O)Nc1nc(-c3ccc(F)cc3)cs1)C2=O (stereo unspecified) | 1.4 | i | -25.5

(continued)
Compound | IEC-6 cytotox | MrgX1 antagonist | KLF5 inhibitor
COc1cc(C2C(C#N)=C(C)NC3=C2C(=O)c2ccccc23)cc(OC)c1OC (stereo unspecified) | 93.7* | i | 77.6*
Cn1c(=O)c2cc(S(=O)(=O)NC(C(=O)N3CCCCCC3)c3ccccc3)ccc2n(C)c1=O (stereo unspecified) | -1.2 | i | 9.8
COCCNC(=O)C1CCCN(c2nn3c(=O)cc(C)nc3s2)C1 (stereo unspecified) | -0.1 | i | -3.9
Cn1c(=O)c2cc(S(=O)(=O)NC(C(=O)Nc3cccnc3)c3ccccc3)ccc2n(C)c1=O (stereo unspecified) | -4.9 | i | 16.9
CCOC(=O)C1=C(C)Nc2nnnn2C1c1ccccc1Cl (stereo unspecified) | 1.1 | i | -1.9
Nc1nc(CSc2nnnn2-c2ccccc2)nc(N2CCCc3ccccc32)n1 | 6.1 | i | -13.8
N#CC(C#N)=C1C=CC=CN1/C(=C\c1ccco1)C(=O)c1ccc(Cl)cc1 | 9.3 | i | 2.1
COc1cc(CNc2ccc(N3CCCC3)cc2)ccc1OCc1ccccc1 | -9.3 | i | -15.0
COc1cc(/C=C(\C#N)c2ccccn2)ccc1OCc1ccccc1Cl | 0.3 | i | -9.2
CCOC(=O)C1=C(C)NC2=C(C(=O)CC(c3ccc(OC)c(OC)c3)C2)C1c1ccc(C)o1 (stereo unspecified) | 4.1 | i | -11.2
Cc1ccc(Cl)cc1N1CCN(C(c2ccc(C#N)cc2)c2nnnn2C2CCCC2)CC1 (stereo unspecified) | -3.0 | i | -5.4
NC(=O)CC[C@@H]1NC(=O)[C@@H]2CCCN2C(=O)c2cc([N+](=O)[O-])cc(I)c2NCCC[C@@H](C(N)=O)NC1=O | -2.7 | i | -0.4
Cc1ccc(S(=O)(=O)ON2C(=O)c3ccccc3C2=O)c(C)c1 | -0.4 | i | -12.6
Cc1cc(O)c(C=O)c2c1C(=O)Oc1c(CO)c(O)c3c(c1O2)C(O)OC3=O (stereo unspecified) | -7.5 | i | -30.8
Cn1c(Cn2c(=O)sc3ccccc32)nnc1SCC(=O)N1CCCc2ccccc21 | 1.2 | i | -16.5
NS(=O)(=O)c1ccc(CCNc2cc(=O)n(Cc3ccc(F)cc3)c(=O)[nH]2)cc1 | -2.4 | i | -8.7
O=C(C1CC1)N1CCN=C1SCc1cccc(F)c1 | -7.9 | i | -21.0
NC(=O)C(CC(=O)O)NC(=O)[C@@H]1CCCNc2c(I)cc([N+](=O)[O-])cc2C(=O)N[C@@H](CO)C(=O)N[C@@H](Cc2ccc(O)cc2)C(=O)N1 (stereo partly specified) | 2.4 | i | -18.9
Cc1ccc(Cn2ncc3c(N4CCOCC4)ncnc32)cc1 | -2.8 | i | 4.5
O=C(NCCO)Nc1ccc2nc(-c3ccco3)c(-c3ccco3)nc2c1 | -18.4 | i | -24.9
O=S1(=O)N=C(Nc2nc3c(s2)CCCC3)c2ccccc21 | 8.8 | i | -123.1
C=CCSc1n[nH]c2nc3c(c(=O)n12)C1(CCCC1)Cc1ccccc1-3 | 1.8 | i | -0.1
COc1cc(CNCc2ccc(OC)c(OC)c2OC)cc(OC)c1 | 10.4 | i | -1.2
COc1ccc(/C=N/NC(=O)c2ccccc2F)cc1CN1CCN(c2ccc(F)cc2)CC1 | 1.1 | i | -11.8
O=[N+]([O-])c1ccc(N/N=C/c2ccc[nH]2)cc1 | 5.7 | i | 4.5

Screens deposited in PubChem BioAssay by several laboratories.
